MT stabilizer: microtubule stabilization, imaging screen | HeLa tubulin immunostaining HCS, 24 h; share of cells brighter than vehicle mean+2SD | % tubulin-high responders, % at 10 µM | 0.83% of 200,000 active;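 active means plate Z-score above 3 for both tubulin-high and condensed-nucleus cell shares, with cell loss under 80%, at 10 µM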;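 further: anti alpha tubulin signal scored within the nucleus-defined area of each cell; some results filed as inactive read as strong as hits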
T cell modulator: T cell immune modulation candidate; 2C CD8+ T cell-vesicle binding, flow cytometry; active compounds read low; calls only at 7 µM; 0.068% of 330,000 active; AID 2052;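 active means response, share of CD8 T cells binding vesicles, and their 90th percentile fluorescence all below set limits, cut at about 80% in these data, passing the limit was not always enough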
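Read-out – percent CD8+ FL2 mean versus row control · System – murine 2C transgenic CD8+ T lymphocytes · Times – 1.5 h cell–vesicle binding at 37 °C, then 20 min icy labelling · Control set – naked vesicles low, QL9 vesicles with vehicle high · Detection – cytometric PE anti-B7-1 and Alexa647 anti-CD8 signals after 1% paraformaldehyde fixation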
P. falciparum M1AAP: malaria alanyl aminopeptidase activity blockers – biochemical, fluorogenic H-Leu-NHMec substrate, 1536-well (AID 1445); one-dose inhibition, % at 30 µM; IC50 in µM for titrated hits; 0.42% of 220,000 active; recombinant M1AAP, H-Leu-NHMec fluorogenic kinetic assay; higher % means a stronger effect;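 active means primary inhibition above the hit cutoff, then over 50% inhibition at one or more dose response concentrations, cut at about 23% in these data, passing the limit was not always enough; inconclusive means conflicting primary data, or primary hits not chosen for dose response; inactive means low primary inhibition, or under 50% at every dose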;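 further: plate controls were DMSO full reaction for no effect and no enzyme background for full effect; strong numbers were not always called active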
Autophagy mod: autophagy modulation, high-content screen; calls only at 10 µM (by protocol); MEF GFP-LC3 puncta imaging; test concentration mostly 10 µM; 0.98% of 190,000 active; AID 463193;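 active means percentage of spot-positive cells more than 3 SD above its plate mean, without a fluorescence outlier flag or 80% toxicity; inconclusive means no clear call, values can overlap the other calls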;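 further: spot-positive cell cutoff set from DMSO-treated cells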
P. falciparum M17LAP: P. falciparum M17LAP inhibitors, primary screen, biochemical, fluorogenic H-Leu-NHMec substrate, 1536-well (AID 1619); 0.38% of 220,000 active; recombinant M17LAP, H-Leu-NHMec fluorogenic kinetic assay; higher % means a stronger effect; inhibition, % at 30 µM, or IC50 in µM where a hit was titrated;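 active means compound inhibiting the enzyme by more than half at any dose during confirmatory dose-response retesting; inconclusive means strong single-dose inhibitors picked by rank but not retested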;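 further: plate controls were full reaction with DMSO carrier for no effect and no enzyme background for full effect; strong numbers were not always called active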
Yfh1-depleted yeast: enhancers of respiration in Yfh1-depleted yeast, dose response, Friedreich's ataxia, plus single-dose screen (AID 1465) | fold induction at 50 µM; hits with a dose series show EC50 in µM | S. cerevisiae Yfh1-off respiration, WST-1 reduction, 72 h; higher fold induction means a stronger effect | 0.074% of 220,000 active;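 active means fold induction of absorbance versus untreated yeast above a set limit, then at least 30% activation at any dose in follow-up; inconclusive means repeats straddling the limit, or above it without dose testing; inactive means fold induction below the set limit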;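 further: activators that raise dye reduction in frataxin-depleted yeast; strong numbers were not always called active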
WT yeast gro inh: growth inhibition of WT yeast, mitochondrial fusion screen | AID 1362 | 2.1% of 190,000 active | inhibition, % at 10 µM | mitochondrial fusion phenotypic screen, WT strain; in the data active means inhibition above about 58%; tested in S. cerevisiae
bCat nuc transl: beta-catenin nuclear translocation modulation; HeLa beta-catenin nuclear translocation, immunofluorescence imaging; nuclear translocation activity, % at 5 µM; 0.3% of 190,000 active; AID 1665;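 active means nuclear translocation activity above 50% at 5 µM, with a well cell count of 50 or more; inconclusive means wells under 50 cells across six images, flagged as toxic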;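 further: per-cell ratio of nuclear to cytoplasmic median beta-catenin stain intensity; plate controls were DMSO negative control for no effect and GSK-3 inhibitor IX positive control for full effect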
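System: HeLa cells, endogenous beta-catenin; compound dosing: 5 µM primary single dose, 0.1% DMSO, 0.02–20 µM confirmation series; incubation: 24 h compound exposure at 37°C, 5% CO2; signal: beta-catenin immunofluorescence imaging with DAPI; evaluation: % activation, nuclear-to-cytoplasmic median beta-catenin signal ratio per cell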
Dynein transport: blocks dynein driven cargo transport along microtubules. AID 1381. z-score, hits read low. 0.47% of 220,000 active. 3617.4 mouse cells, GR-EGFP nuclear translocation imaging; test concentration mostly 20 µM; stimulated with dexamethasone, 1 µM; active compounds read low;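 active means plate z-score of nuclear minus cytoplasmic receptor signal below a set negative limit, without overly bright fluorescence or cell loss, cut at about -3.5 in these data, passing the limit was not always enough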;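 further: z-score of nuclear minus cytoplasmic ring GR-EGFP intensity difference per well; some compounds called inactive have numbers as strong as hits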
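Buffer or medium: Induction medium lacking tetracycline, stripped serum | Also added: Dexamethasone agonist, 1.0 µM final, for 30 min | Timing: 48 h induction, 1 h compound, 30 min dex at 37 °C | Detection: Formaldehyde fixation, Hoechst nuclear stain, 10x automated fluorescence imaging | Measure: Nuclear versus cytoplasmic GR-EGFP signal, averaged per well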
WT yeast gro inh mutant strain: further read-out of WT yeast gro inh, marked with its call; inhibition, %; mitochondrial fusion phenotypic screen, mutant strain inhibition
Dynein transport cytoplasmic EGFP: also measured in Dynein transport; calls as there; z-score; measured here: cytoplasmic GR-EGFP intensity; active compounds read high
Dynein transport nuclear GR-EGFP: second read-out of Dynein transport, no call of its own (marks repeat the call); z-score; measured here: nuclear GR-EGFP intensity;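 lower value marks the stronger effect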
Dynein transport cell count: also measured in Dynein transport; calls as there; z-score; measured here: cell count per field
bCat nuc transl cell count 5 µM: also measured in bCat nuc transl; calls as there; cell count; measured here: cell count, cytotoxicity flag
T cell modulator vesicle-bound %: second read-out of T cell modulator, no call of its own (marks repeat the call); double positive events, %; measured here: CD8+ vesicle-bound cell fraction;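 binding gate set so that unloaded-vesicle control wells show 10% double positive cells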
MT stabilizer Hoechst-high %: further read-out of MT stabilizer, marked with its call; % Hoechst-high responders; measured here: nuclear condensation Hoechst responders;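 share of cells brighter than vehicle mean plus two SD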
MT stabilizer cytotoxicity %: second read-out of MT stabilizer, no call of its own (marks repeat the call); toxicity, %; measured here: cytotoxicity by cell density;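 0% = mean cell density of plate MIN control wells and 100% = no cells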
Autophagy mod cell loss 18 h: second read-out of Autophagy mod, no call of its own (marks repeat the call); toxicity, %; measured here: cell loss, nuclei count;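 cell loss after 18 h compound exposure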
* hit, by the source's call; i = inactive; ? = inconclusive; . = not tested or not shown; + = active, no number.

Molecule	MT stabilizer	MT stabilizer Hoechst-high %	MT stabilizer cytotoxicity %	T cell modulator	T cell modulator vesicle-bound %	P. falciparum M1AAP	Autophagy mod	Autophagy mod cell loss 18 h	P. falciparum M17LAP	Yfh1-depleted yeast	WT yeast gro inh	WT yeast gro inh mutant strain	bCat nuc transl	bCat nuc transl cell count 5 µM	Dynein transport	Dynein transport cytoplasmic EGFP	Dynein transport nuclear GR-EGFP	Dynein transport cell count
CNC(=O)COC(=O)/C=C/c1ccc(F)cc1	1.2	1.7	7.0	i	33	12%	i	-4	-1%	i	-9	-5	-4.7	1162	-0.12	-0.24	-0.054	0.29
Cc1cccc(Cn2nc(C(C)(C)C)cc2C(=O)Nc2ccc(F)cc2)c1	.	.	.	i	18	2%	.	.	-10%	i	.	.	0.7	1277	2.7	-0.14	1.8	-2.1
O=C(Nc1ccccc1)NC1(C(=O)N2CCN(C(=O)c3ccco3)CC2)CCCCC1	1.5	2.7	12	i	53	-2%	i	9	20%	i	-17	-9	1.2	1101	-0.11	-0.38	0.4	0.36
COc1cccc(NC(=O)C(C#N)Cc2ccncc2)c1 (stereo unspecified)	5.8	3.3	7.1	i	32	1%	i	-14	-3%	i	-6	-44	4.4	1090	1.2	0.1	1.3	-2.1
O=C(Nc1ccccc1)N(Cc1cccs1)C1CCCC1	2.6	1.4	5.5	i	31	1%	i	2	10%	i	12	19	-0.6	1183	0.44	-0.24	-0.61	-0.58
NNC(=O)CSc1ncc(-c2ccccc2)[nH]1	1.9	1.5	2.2	i	45	-2%	i	3	5%	i	-2	12	-0.4	1045	-0.31	-0.25	0.59	-0.44
O=c1[nH]c(=O)n(Cc2ccco2)c2c1C(C(F)(F)F)(C(F)(F)F)N=C(CCC1CCCCC1)N2	3.0	2.5	5.5	i	9	-1%	i	1	7%	i	19	7	0.3	1325	0.11	-0.097	-0.56	-0.089
CC(=O)c1ccc(NC(=O)CSC(C)C)cc1	4.3	4.2	6.4	i	40	3%	i	-14	2%	i	2	-13	0.6	1139	0.2	-0.32	0.16	-0.46
Cc1ccc(N2CCN(C3=NC(=O)/C(=C\c4cn[nH]c4-c4ccccc4)S3)CC2)cc1	4.7	3.4	16	i	52	-2%	i	13	1%	i	4	15	0.3	1112	-0.024	-0.26	-0.066	0.8
CC(C)OC(=O)c1c(N)n(CCCN2CCOCC2)c2nc3ccccc3nc12	1.8	0.8	18	i	48	14%	i	33	-336%	i	16	8	.	.	3	0.24	2.6	-1.8
Cc1cc(C)c2c(c1)/C(=C/C(=O)c1ccc(Br)s1)C(=O)N2	22	4.5	52	i	35	1%	i	-4	2%	i	87*	71*	-3.7	1112	-0.9	-0.055	-0.54	0.35
CC(C)(C)c1nnc(NC(=O)Nc2ccc(Cl)cc2)s1	.	.	.	i	28	0%	.	.	-4%	i	.	.	-0.4	1305	0.0056	-0.21	-0.4	0.44
Cc1cccc(C)c1NC(=O)CN1N=NC2C(=O)N(c3cccc(Cl)c3)C(=O)C21 (stereo unspecified)	3.1	2.8	7.1	i	7	1%	i	2	16%	i	21	-2	1.1	954	-0.15	-0.33	-0.34	0.28
Cc1ccnc(NC(=O)c2cccc([N+](=O)[O-])c2C)c1	1.8	1.0	0.3	i	62	2%	i	2	0%	i	-3	-16	-2.8	1017	0.3	-0.2	0.08	-0.28
O=C(N1CCCC1)C12CC3CCC(CC(C3)C1)C2	1.5	2.3	9.9	i	22	.	i	1	.	i	1	3	0.3	992	-0.44	-0.23	0.2	0.079
Cc1ccc(S(=O)(=O)N2CCC(=O)N(C(COCc3ccccc3)C(C)C)CC2)cc1 (stereo unspecified)	2.8	1.9	8.1	i	16	1%	i	28	14%	i	8	-19	.	.	1.6	0.38	1.1	-1.6
CC(C)c1ccc(NC(=O)Cc2cn(C)c3ccccc23)cc1	3.8	2.2	8.1	i	62	9%	i	0	7%	i	1	6	-1.2	1092	-0.5	-0.28	-0.16	0.11
C=CCc1ccccc1OCCNCc1ccccc1	2.4	2.6	5.5	i	46	-4%	i	17	4%	i	12	12	0.2	1119	0.42	-0.29	0.32	-0.25
CCOC(=O)c1cc(-c2cccnc2)nn1-c1ccccc1C	2.7	1.6	3.0	i	53	4%	i	-7	9%	i	-9	-11	-0.9	1116	-0.68	-0.12	-0.96	0.5
Cc1nnc(SCC(=O)N2CCCC2)n(N)c1=O	1.9	2.0	4.4	i	22	6%	i	15	9%	i	7	-10	-4.1	1105	-0.97	-0.16	-0.47	0.3
CC(C)Nc1nc(C#N)nc(NC(C)C)n1	5.5	2.6	5.1	i	15	1%	i	3	3%	i	8	11	-6.0	901	-0.79	-0.16	-0.16	-0.072
O=C(COc1cccnc1[N+](=O)[O-])c1ccc(Cl)s1	.	.	.	i	12	17%	.	.	9%	i	.	.	-0.5	1027	-2.6	0.72	-1.7	0.27
CCCc1nc(SCC(=O)c2ccc(OC)cc2)c2ccccc2n1	2.2	1.8	3.7	i	46	4%	i	-27	-1%	i	39	27	-1.7	1073	-0.84	-0.23	-0.37	0.41
COc1ccc(CNC(=O)c2ccc(Cn3nc(C)c([N+](=O)[O-])c3C)o2)cc1	2.3	2.0	2.9	i	6	5%	i	-2	30%	i	-27	-17	0.1	1505	-0.8	-0.26	-0.6	1.6
Cc1nc2cc(-c3ccsc3-n3c(C)ccc3C)[nH]n2c(=O)c1Cl	2.6	1.8	7.0	i	37	21%	i	-11	-22%	i	-3	-4	0.8	1197	-1	-0.26	-0.32	0.46
COc1ccc(/C=C/C(=O)Nc2ccc3nc4n(c(=O)c3c2)CCCC4)cc1	2.7	1.6	7.5	i	22	7%	i	4	-6%	i	2	2	3.4	1024	-1.3	0.059	-0.54	0.5
COc1cc(CN2CCN(Cc3ccc(SC)cc3)CC2)cc(OC)c1O	2.6	2.6	5.5	i	47	1%	i	-2	35%	i	-6	20	1.5	987	-0.099	-0.35	0.066	1
CC(Oc1ccccc1)c1ccnc(N)n1 (stereo unspecified)	2.1	0.7	1.5	i	60	3%	i	43	4%	i	-3	-1	0.5	1427	0.83	-0.23	0.58	-0.58
O=C1C(Cl)=C(N2CCC(C(=O)O)CC2)C(=O)c2ccccc21	.	.	.	i	29	10%	.	.	21%	?	.	.	-1.5	1358	-0.9	-0.2	-0.63	0.63
O=C(c1cc(-c2cccc(O)c2)on1)N1CCc2ccccc2C1	2.1	2.2	0.1	i	37	10%	i	6	3%	i	37	18	-1.5	1129	-0.36	-0.22	-0.089	1
O=C(NC(=S)N1CCN(c2ccc([N+](=O)[O-])cc2)CC1)c1ccccc1	2.6	2.4	2.2	i	47	0%	i	5	-1%	i	-4	-3	1.6	1012	0.5	-0.092	0.77	-1.6
CC(CCc1ccc(O)cc1)N(C)CCc1ccccc1 (stereo unspecified)	6.7	1.5	6.6	i	18	-1%	i	-4	18%	i	21	31	-2.1	1062	-0.94	-0.28	-0.64	0.79
COc1cc(/C=N/NC(=S)Nc2cccnc2)cc(OC)c1OC	3.0	1.5	9.7	i	50	4%	i	-15	-3%	i	-4	-2	0.9	1493	0.29	-0.25	0.17	0.14
Cc1cc(C)c2c(c1)/C(=N/NC(=O)c1ccc(O)cc1)CCC2	4.9	2.0	7.1	i	31	4%	i	5	5%	i	1	3	-0.7	1045	2.2	-0.23	1.4	-1.1
CC(C)OC(=O)CSc1nc2c(c(C3CC=CCC3)c1C#N)CCC2 (stereo unspecified)	0.9	0.8	19	i	34	5%	i	-2	3%	i	8	19	.	.	-0.051	-0.36	-0.059	0.58
CCCn1c(SCC(=O)Nc2ccc(S(=O)(=O)N(C)C)cc2)n[nH]c1=O	4.8	2.1	8.7	i	50	-1%	i	-5	4%	i	8	-5	-1.1	885	0.42	0.6	1	-1.2
CC1(C(=O)Nc2ccccc2)Cc2ccccc2C(=O)O1 (stereo unspecified)	1.0	1.5	6.3	i	40	1%	+	9.0*	0%	i	6	-8	0.2	1482	-1.1	-0.3	-0.77	0.68
CC(=O)c1nnn(-c2cccc(C#N)c2)c1C	.	.	.	i	38	-3%	.	.	-2%	i	.	.	-0.1	1309	0.97	-0.23	1.1	-1.1

Screens deposited in PubChem by several laboratories.
